TrxR1 substrate – qHTS Assay for Substrates of Mammalian Selenoprotein Thioredoxin Reductase 1 (TrxR1): qHTS; Thioredoxin reductase 1, cytoplasmic (Rattus norvegicus), O89049; 0.01% of 390,000 active; Potency, µM (series often up to 114 µM), for inactives: at the top dose activity change, negative = substrate turnover; purified TrxR1 substrate turnover, NADPH consumption readout; further: potency means the concentration at half of the fitted maximal effect; on the % scale 0 is the no-effect control and ±100 the full control effect; nearly all actives have a fitted effect of over 50% in size
Target sequence (O89049 whole entry, looked up): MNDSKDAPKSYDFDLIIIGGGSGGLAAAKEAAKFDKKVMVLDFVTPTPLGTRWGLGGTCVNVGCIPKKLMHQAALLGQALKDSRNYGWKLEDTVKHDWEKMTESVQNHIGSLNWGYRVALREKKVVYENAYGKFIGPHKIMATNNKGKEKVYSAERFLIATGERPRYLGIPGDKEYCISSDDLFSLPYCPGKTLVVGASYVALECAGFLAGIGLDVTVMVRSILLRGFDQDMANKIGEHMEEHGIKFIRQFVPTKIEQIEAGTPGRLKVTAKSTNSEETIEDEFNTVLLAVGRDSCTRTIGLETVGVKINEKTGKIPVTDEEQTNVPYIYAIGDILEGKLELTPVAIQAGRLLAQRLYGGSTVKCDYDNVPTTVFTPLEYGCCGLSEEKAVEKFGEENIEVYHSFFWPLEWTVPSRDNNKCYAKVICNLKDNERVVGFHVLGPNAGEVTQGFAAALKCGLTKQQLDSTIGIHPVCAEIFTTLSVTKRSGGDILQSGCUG
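Rat TrxR1, dispensed at 90 nM, was prereduced with 400 uM NADPH (final) for 5 min at ~22 deg C, then incubated with compound 15 min before 400 uM selenite. A first-read NADPH fluorescence drop versus no-compound background flagged substrates.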
TRHR agonist – qHTS for Small Molecule Agonists and Allosteric Enhancers of Human TRH Receptor: Primary Screen for Agonists; Thyrotropin-releasing hormone receptor (Homo sapiens), P34981; TRHR cells, calcium flux fluo-8, FDSS agonist mode; activation, % at 2 µM; 0.18% of 360,000 active; AID 493084, 2011; in the data active means activation above about 30%; further: 0% is about no effect
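Agonist-mode FDSS calcium read (Ex 480/Em 530, 1 s cycles) in 1536-well TRHR cells with fluo-8 dye, after 10-cycle baseline and 23 nL compound addition; TRH at EC20 (10 nM final) added afterwards for the enhancer phase.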
TRHR PAM – qHTS for Small Molecule Agonists and Allosteric Enhancers of Human TRH Receptor: Primary Screen for Enhancers; AID 493056, 2011; TRHR cells, fluo-8 calcium fluorescence, EC20 TRH enhancement; 0.66% of 360,000 active; enhancement, % at 2 µM; in the data active means enhancement above about 30%; further: 0% is about no effect
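Enhancer read-out: after compound pinning and an initial kinetic agonist-mode read, an EC20 of TRH (10 nM final) was injected and fluo-8 calcium signal (Ex 480/Em 530) followed at 1 s/cycle for 100 cycles in TRHR-expressing cells.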
rTrxR1 inhibitor – qHTS Assay for Inhibitors of Mammalian Selenoprotein Thioredoxin Reductase 1 (TrxR1): qHTS; Thioredoxin reductase 1, cytoplasmic (Rattus norvegicus), O89049; recombinant rTrxR1, NADPH fluorescence consumption, selenite substrate; Potency, µM (doses to about 114 µM), inactives show at the top dose activity change, negative = inhibition, usual class: inhibitors; 1% of 390,000 active; further: potency means the concentration at half of the fitted maximal effect; on the % scale 0 is the no-effect control and ±100 the full control effect; nearly all actives have a fitted effect of over 65% in size
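Rat TrxR1 (90 nM in the dispensed reagent) was pre-reduced with 400 uM NADPH for 5 min at room temperature, then incubated with compound for 15 min. After 400 uM selenite was added, NADPH fluorescence (Ex 340/Em 450 nm) was followed for 8 min.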
D2 antag – HTS Assay for Allosteric Antagonists of the Human D2 Dopamine Receptor: Primary Screen for Antagonists | AID 485344, 2010 | HEK293 TREx D2 cells, calcium flux, dopamine EC80 | inhibition, % at 10 µM | 2% of 340,000 active | D(2) dopamine receptor (Homo sapiens), P14416; in the data active means inhibition above about 30%; further: 0% is about no effect
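Calcium flux kinetic readout in an inducible HEK293 TREx D2 line plated overnight at 30 C. After 180 s compound exposure, an EC80 dopamine challenge follows with another 180 s kinetic read to detect antagonism.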
IDH1 R132H inh – qHTS for Inhibitors of mutant isocitrate dehydrogenase 1 (IDH1): qHTS | Isocitrate dehydrogenase [NADP] cytoplasmic (Homo sapiens), O75874 | IDH1-R132H enzyme, NADPH consumption, diaphorase/resazurin fluorescence | Potency, µM (top dose mostly 76.6 µM), without a hit: top-dose activity change, negative = inhibition, actives largely listed as inhibitors | 0.093% of 390,000 active; further: potency means the concentration at half of the fitted maximal effect; on the % scale 0 is the no-effect control and ±100 the full control effect; nearly all actives have a fitted effect of over 65% in size
Target sequence (O75874 whole entry R132H, stated change not applied): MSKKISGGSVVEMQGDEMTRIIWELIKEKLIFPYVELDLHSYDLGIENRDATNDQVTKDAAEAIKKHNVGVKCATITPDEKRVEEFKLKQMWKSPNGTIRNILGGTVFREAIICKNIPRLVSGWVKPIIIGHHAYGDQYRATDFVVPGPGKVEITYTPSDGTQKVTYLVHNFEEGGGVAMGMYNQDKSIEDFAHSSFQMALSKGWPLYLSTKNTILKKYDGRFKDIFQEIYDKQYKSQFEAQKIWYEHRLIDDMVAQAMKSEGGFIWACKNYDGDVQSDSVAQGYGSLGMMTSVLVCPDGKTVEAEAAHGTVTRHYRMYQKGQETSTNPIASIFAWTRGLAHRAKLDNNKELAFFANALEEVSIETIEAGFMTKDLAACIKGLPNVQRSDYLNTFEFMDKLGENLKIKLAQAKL
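IDH1-R132H (0.5 ug/mL) preincubated 30 min with compound, then NADPH (0.016 mM) and alpha-KG (2 mM) added; 80 min at RT, pH 7.5. Remaining NADPH coupled via diaphorase/resazurin to fluorescence (540/590 nm); concentration-response curves normalized to no-enzyme control.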
PI4K2A block – qHTS for small molecular inhibitors of PI4K2A; Phosphatidylinositol 4-kinase type 2-alpha (Homo sapiens), Q9BTU6; purified PI4K2A, ADP-Glo luminescence, 1 h; stronger effect = lower value; activity change, negative = inhibition, % at 76.9 µM; 0.13% of 420,000 active; AID 1346378, 2018; in the data active means activity change below about -50%; inconclusive means mostly about -30% to -49%;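 further: -100% = wells without enzyme as full effect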
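Compounds are screened against recombinant PI4K2A using PI as substrate and ATP, the latter dispensed at 300 microM. Reactions run one hour at ambient temperature before ADP-Glo detection; full inhibition defined by wells lacking enzyme.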
USP1 inh – Inhibitors of USP1/UAF1: Primary Screen. Potency, µM (top dose mostly 57.1 µM), without a hit: top-dose activity change, negative = inhibition, usual class: inhibitors. Ubiquitin carboxyl-terminal hydrolase 1 (Homo sapiens), O94782. recombinant USP1/UAF1, Ub-Rhodamine cleavage fluorescence. AID 743255, 2014. 0.23% of 390,000 active; further: potency means the concentration at half of the fitted maximal effect; on the % scale 0 is the no-effect control and ±100 the full control effect; nearly all actives have a fitted effect of over 60% in size; inactives centre near -12
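Step one: compound is pinned into 1nM USP1/UAF1 in HEPES pH 7.8 buffer with TCEP. Step two: 15 min room-temperature incubation. Step three: Ub-Rho (150nM final) starts cleavage, tracked by fluorescence over six one-minute reads.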
D2 agonist – HTS Assay for Allosteric Agonists of the Human D2 Dopamine Receptor: Primary Screen for Agonists; D(2) dopamine receptor (Homo sapiens), P14416; HEK293 T-REx D2 cells, calcium flux agonist mode; activation, % at 2 µM; 0.53% of 340,000 active;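 active means activation over 3 SD above normal in the single-dose calcium agonist read, cut at about 30% in these data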; further: 0% is about no effect
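Agonism scored from kinetic calcium signal (1 read/sec, 180 s) following compound pin transfer, after a 10 s baseline. Cells: HEK293 Trex line expressing inducible D2 receptor coupled to calcium, dye-loaded after overnight culture at 30 C.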
Active calls of the source: *; ? = inconclusive; . = no result given; [ ] = another dose, or the depositor's remark. Unless noted, the call rests on the fitted dose curve; in most records, active means well fitted inhibition curve with a large enough effect; inconclusive means small, poorly fitted or top-dose-only effect; inactive means no such curve, though single readings can be large or run the other way.

SMILES	TrxR1 substrate	TRHR agonist	TRHR PAM	rTrxR1 inhibitor	D2 antag	IDH1 R132H inh	PI4K2A block	USP1 inh	D2 agonist
CCCCC1CC1C(=O)Nc1ccc(OC)c(OC)c1 (stereo unspecified)	-10%	-3.5	-4	6%	-7	6%	-1	-4%	-3.0
NC(=O)c1ccc(-c2ccc(Br)cc2)o1	24%	-0.2	-6	-18%	10	-5%	1	-1%	-1.4
CCN(CC(=O)N1CCC(C(N)=O)CC1)S(=O)(=O)c1ccc(Cl)cc1	3%	0.3	-4	9%	0	3%	-8	-18%	0.1
CC(=O)Nc1ccc(OC(=O)Cc2ccc(Cl)cc2)cc1	6%	-1.0	-2	34%	6	4%	-1	-17%	-0.5
CC(C)(C)C(=O)NC(NC(=S)Nc1sc2c(c1C#N)CCCC2)C(Cl)(Cl)Cl (stereo unspecified)	-1%	-1.1	18	-19%	-7	0%	-8	-22%	-2.7
COCCCNC(=O)Cn1c(=O)n(CCCCCC(=O)NCc2ccc3c(c2)OCO3)c(=O)c2sccc21	3%	-1.1	2	8%	-15	-1%	-3	-12%	1.4
O=C(NCc1ccco1)C(c1ccc(F)cc1)N(CC1CCCO1)C(=O)Cn1nnc2ccccc21 (stereo unspecified)	8%[57.1 µM]	-0.7	-3	11%	5	1%	-3	-10%	-1.2
O=C(CCn1c(=O)[nH]c2ccsc2c1=O)NCCc1ccc(Cl)cc1	5%	-0.2	18	10%	6	2%	4	-14%	-0.4
C[C@H](NC(=O)c1ccccc1Cl)C(=O)OC(C(=O)Nc1cc(C(F)(F)F)ccc1Cl)c1ccccc1 (stereo partly specified)	-14%	1.7	-2	-2%	-9	0%	0	-4%	1.8
CCOC(=O)c1nnc(-c2ccccc2)nc1NCc1ccccc1	1%	-0.8	4	9%	-6	9%	0	-20%	-0.2
N#CC(C#N)=c1ccc2c(c1)N1C3=C(CCCC3)CC3CCCCC31N=2 (stereo unspecified)	-1%[57.1 µM]	-0.8	1	8%[57.1 µM]	3	0%	?	-8%	2.9
Cc1ccc(NC(=O)CSc2nc(N)c3c4c(sc3n2)CSC(C)(C)C4)cc1	0%	0.0	-2	-11%	-9	1%	1	-21%	0.2
Cc1cccc(-c2noc(-c3cc(-c4ccc(F)cc4)n[nH]3)n2)c1	0%[57.1 µM]	0.7	3	21%[57.1 µM]	.	-7%	3	-11%	.
CC(NC(=S)Nc1ccc(F)cc1)C(c1cccs1)N1CCOCC1 (stereo unspecified)	-2%[57.1 µM]	3.7	2	-8%[57.1 µM]	-12	6%	4	-7%	0.9
Nc1cc2c(cc1C(=O)c1ccccc1F)OCCO2	-2%	-0.8	1	-9%	4	12%	-5	-21%	1.3
COc1ccc(C(=O)N2CCOC2CNC(=O)C(=O)NCc2ccc(F)cc2)cc1 (stereo unspecified)	7%[57.1 µM]	-1.1	4	13%[57.1 µM]	6	-1%	4	-10%	0.3
COc1ccccc1N1CCN(c2ncnc3c2oc2ccccc23)CC1	21%	-0.6	-15	45%[activator]	3	3%	0	-14%	-0.7
Cc1ccc(CNC(=O)CN(C(=O)C2(C)CC(=O)N=C3C=CC=CN32)c2ccc(F)cc2)cc1 (stereo unspecified)	44%[activator][57.1 µM]	-0.1	-9	29%[57.1 µM]	-12	-1%	-1	-15%	2.0
Cc1ccc(S(=O)(=O)CCC(=O)NCc2ccc(Cl)cc2)cc1	-8%	-0.5	8	-7%	-2	0%	-2	-20%	0.2
COc1cccc(/C=N/n2c(COc3ccccc3)n[nH]c2=S)c1O	-5%	0.5	9	-11%	0	4%	6	-26%	0.3
Cc1cc(-c2nnc(SCC(=O)c3ccc4c(c3)OCCO4)o2)no1	6%[57.1 µM]	0.4	1	6%[57.1 µM]	.	-8%	-5	-1%	.
Cn1nccc1C(=O)Oc1ccc(/C=N/NC(=O)c2ccccc2O)cc1	2%	0.1	11	-6%	2	0%	6	-13%	-1.2
Nc1c(NCCC2=CCCCC2)c(=O)[nH]c(=O)n1Cc1ccccc1	-3%	-0.1	6	-3%	-17	5%	0	-27%	-0.7
CC(C)CC(=O)Nc1ccc(C(=O)NNC(=S)NC(=O)C2CCCCC2)cc1	8%	-1.3	-8	-9%	2	-2%	2	3%	-0.2
COCCn1c(SCC(=O)c2cc(C)ccc2C)nc2cc(C(=O)NC3CCCC3)ccc2c1=O	-9%[57.1 µM]	1.2	-2	-10%[57.1 µM]	.	0%	-2	-4%	0.1

More results.
SMILES	TrxR1 substrate	TRHR agonist	TRHR PAM	rTrxR1 inhibitor	D2 antag	IDH1 R132H inh	PI4K2A block	USP1 inh	D2 agonist
O=C(CN1C(=O)CSC1=O)N1CCc2ccccc2C1	8%[57.1 µM]	-0.1	-2	9%[57.1 µM]	10	-2%	-7	?	-2.7
Cc1cc(C(=O)N2CCCC(C(=O)c3cccc(C(F)(F)F)c3)C2)n[nH]1 (stereo unspecified)	-8%	-0.6	4	2%	2	6%	-1	-5%	-0.6
Cc1ccc(CCNC(=O)C2CCC(=O)N2Cc2ccc(F)cc2)cc1 (stereo unspecified)	6%	-0.6	-10	11%	-3	24%	7	-17%	-0.3
c1ccc(COc2ccc(OCCCn3cncn3)cc2)cc1	-1%	-0.1	-1	6%	11	10%	?	-17%	0.2
O=C(COC(=O)CCc1nc2ccccc2c(=O)[nH]1)Nc1c(Cl)cccc1C(F)(F)F	-5%	0.1	-5	-10%	11	8%	3	-10%	2.0
O=C(Cn1cnc2cc([N+](=O)[O-])ccc2c1=O)NC(=O)NCc1ccccc1	-4%	-0.2	14	-1%	21	-9%	0	-23%	-0.3
CCOC(=O)C(C)c1c(C(=O)c2ccc(C)nc2)c2ccccc2n1C (stereo unspecified)	.	-0.9	5	.	-8	.	.	.	-0.3
C[C@H](CO)N1C[C@H](C)[C@@H](CN(C)S(C)(=O)=O)Oc2c(NC(=O)C3CC3)cccc2C1=O	1%	.	.	6%	.	-6%	-3	-25%	.
COc1cc2c(cc1NC(=O)COC(=O)C(CCSC)NC(=O)c1ccccc1Cl)oc1ccccc12 (stereo unspecified)	7%	0.0	5	9%	4	1%	0	-23%	0.5
Cc1nnc(SCC(=O)N/N=C/c2cn(-c3ccccc3)nc2-c2ccc(F)cc2)n1-c1ccccc1	5%[57.1 µM]	0.7	6	24%	-8	1%	-14	-1%	0.7
COc1ccc(C/C(N)=N/OC(=O)c2ccco2)cc1OC	-12%	2.4	6	12%[57.1 µM]	-9	16%	1	-11%	0.7
COc1ccc(N2CCN(Cc3cc(=O)oc4c3ccc3ccccc34)CC2)cc1	.	-0.6	1	.	16	.	.	.	-0.9
C[C@]12c3[nH]c4ccccc4c3CCN1C(=O)C(CC(=O)NCC13CC4CC(CC(C4)C1)C3)C[C@@H]2C(=O)N1CCOCC1 (stereo partly specified)	-6%	.	.	5%	.	-3%	2	-6%	.
O=C(Oc1cccc2ccccc12)c1ccco1	-7%	-0.5	-7	2%	-1	8%	-1	0%	0.4
CCCCn1c(N)c(N(CCC(C)C)C(=O)c2ccc3c(c2)OCCO3)c(=O)[nH]c1=O	0%	0.4	16	1%	.	0%	-1	-19%	.
